Source: PubChem BioAssay
FBA Mtb inh: Mtb FBA enzyme inhibitors, primary screen, biochemical, fluorescence, strain H37Rv | Fructose-bisphosphate aldolase (Mycobacterium tuberculosis (strain ATCC 25618 / H37Rv)), … | purified M. tuberculosis FBA, fluorescence read-out | inhibition, % at 1 µM | 360,000 tested, 2.3% active; in the data active = inhibition above about 27%;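 also: 0% = vehicle and 100% = reference inhibitor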
Target sequence (P9WQA3 whole entry, looked up): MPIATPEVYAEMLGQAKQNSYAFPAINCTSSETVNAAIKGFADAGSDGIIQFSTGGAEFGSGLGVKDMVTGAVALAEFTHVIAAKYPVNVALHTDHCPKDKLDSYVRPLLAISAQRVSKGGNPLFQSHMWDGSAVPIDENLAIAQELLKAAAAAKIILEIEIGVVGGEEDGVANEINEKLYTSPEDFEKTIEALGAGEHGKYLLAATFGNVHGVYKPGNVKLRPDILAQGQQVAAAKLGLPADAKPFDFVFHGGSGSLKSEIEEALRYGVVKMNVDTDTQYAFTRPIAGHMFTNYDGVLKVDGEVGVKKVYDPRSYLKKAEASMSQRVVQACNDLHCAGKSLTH
GDH-TPI counter: GDH-TPI coupling enzyme inhibitors, primary screen, artefact control for M. tuberculosis FBA inhibitor project, biochemical, absorbance, full deck; GDH-TPI coupled enzyme counterscreen, NADH absorbance; inhibition, % at 4.8 µM; 360,000 tested, 1.2% active; in the data active = inhibition above about 30%;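 also: 0% = DMSO wells and 100% = wells lacking the enzyme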
BioA inh: M. tuberculosis BioA enzyme inhibitors, primary screen, biochemical, plate reader, single point, HTS; 7,8-diaminopelargonic acid synthase BioA (Mycobacterium tuberculosis); purified M. tuberculosis BioA enzyme; inhibition, % at 9.99 µM; 360,000 tested, 0.096% active; AID 602481, 2012; in the data active = inhibition above about 40%
PriA SSB inh: inhibitors of Klebsiella pneumoniae PriA binding to SSB C-terminal tail, primary screen, biochemical, AlphaScreen. AlphaScreen SSBct-PriA binding, biotinylated peptide. PriA–SSB C-terminal tail interaction (Klebsiella pneumoniae). inhibition, % at 33 µM. 430,000 tested, 0.6% active. AID 1272365, 2023; in the data active = inhibition mostly above about 37%, no sharp cut-off; inactive = mostly below about 20%;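 also: plate controls were negative control peptide for no effect and reference peptide for full effect; strong numbers were not always called active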
MazF activator: activators of E. coli MazEF toxin-antitoxin RNase, primary screen, biochemical, fluorescence, uHTS; Endoribonuclease toxin MazF (Escherichia coli (strain K12)), P0AE70; FAM/BHQ RNA-DNA oligo cleavage fluorescence, 5 h; activation, % at 20 µM; 350,000 tested, 0.32% active; AID 504720, 2011; in the data active = activation above about 50%
Target sequence (P0AE70 whole entry, looked up): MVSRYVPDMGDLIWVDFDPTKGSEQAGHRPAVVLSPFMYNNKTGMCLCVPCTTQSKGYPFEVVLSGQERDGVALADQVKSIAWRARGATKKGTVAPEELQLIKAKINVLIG
UGM FP inh: M. tuberculosis UGM enzyme inhibitors, primary screen, biochemical, fluorescence polarization, single point | UDP-galactopyranose mutase (Mycobacterium tuberculosis (strain ATCC 25618 / H37Rv)), … | purified UGM, fluorescence polarization probe displacement | inhibition, % at 10 µM | 320,000 tested, 0.06% active | AID 504406, 2011; in the data active = inhibition above about 10%, passing the limit was not always enough
Target sequence (P9WIQ1 whole entry, looked up): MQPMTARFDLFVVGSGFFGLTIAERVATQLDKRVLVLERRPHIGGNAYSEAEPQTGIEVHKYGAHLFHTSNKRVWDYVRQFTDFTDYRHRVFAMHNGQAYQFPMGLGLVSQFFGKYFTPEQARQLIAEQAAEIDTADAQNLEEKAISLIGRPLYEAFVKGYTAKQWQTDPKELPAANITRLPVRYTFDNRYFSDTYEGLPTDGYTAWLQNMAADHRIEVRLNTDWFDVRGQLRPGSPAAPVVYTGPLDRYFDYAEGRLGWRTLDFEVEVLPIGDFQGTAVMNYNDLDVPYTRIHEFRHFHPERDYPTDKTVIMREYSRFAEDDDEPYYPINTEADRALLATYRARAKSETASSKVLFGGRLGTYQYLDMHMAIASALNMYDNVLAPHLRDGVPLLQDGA
BH1578 lux ind: inducers of Vibrio cholerae quorum light production without autoinducers, primary screen, BH1578 luxS cqsA deficient, single point; 350,000 tested, 0.16% active; activation, % at 18.7 µM; V. cholerae BH1578 lux reporter, luminescence, 6 h; in the data active = activation mostly above about 9.7%, no sharp cut-off; also: not every result past the cut was called active; inactives centre near 0; reference of the scale not given here
Rv3671c protease: Rv3671c serine protease inhibitors, primary screen, biochemical, fluorescence polarization, M. tuberculosis H37Rv | 320,000 tested, 0.048% active | P9WHR9 | inhibition, % at 5.96 µM; in the data active = inhibition above about 38%;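 also: extracellular domain of Rv3671c used as enzyme; 0% = enzyme with DMSO and 100% = no enzyme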
DUSP3 inh: VHR1 phosphatase inhibitors, primary screen, biochemical, absorbance, uHTS; AID 1654, 2009; recombinant VHR phosphatase, pNPP absorbance; inhibition, % at 13.3 µM; 290,000 tested, 0.52% active; in the data active = inhibition above about 50%; also: some compounds called inactive have numbers as strong as hits
Target sequence (P51452 whole entry, looked up): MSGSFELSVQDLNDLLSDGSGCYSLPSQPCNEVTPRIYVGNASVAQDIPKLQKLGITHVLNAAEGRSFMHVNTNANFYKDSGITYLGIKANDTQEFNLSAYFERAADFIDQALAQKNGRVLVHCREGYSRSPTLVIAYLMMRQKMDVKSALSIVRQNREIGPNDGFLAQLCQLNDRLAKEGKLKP
3CLpro inhibitor: SARS-CoV 3CLpro protease inhibitors, primary screen, biochemical, quenched FRET; Replicase polyprotein 1ab (Severe acute respiratory syndrome coronavirus), P0C6X7; recombinant SARS-CoV 3CLpro, quenched FRET peptide cleavage; inhibition, % at 6 µM; 290,000 tested, 0.14% active; in the data active = inhibition above about 12%
Starred values were filed as active, the others as inactive; i = inactive; . = no result given; + = active, no number. Not all compounds are listed, so the mix of outcomes need not match the whole.

SMILES	FBA Mtb inh	GDH-TPI counter	BioA inh	PriA SSB inh	MazF activator	UGM FP inh	BH1578 lux ind	Rv3671c protease	DUSP3 inh	3CLpro inhibitor
O=C(O)Cn1c(=S)sc2ccccc21	4.5	6.7	.	-0.6	6.0	-0.4	-0.4	-0.2	-7.7	2.0
O=C(C1=NN[C@@H]2C(=O)N(c3ccccc3C(F)(F)F)C(=O)[C@H]12)c1ccc2ccccc2n1	-1.9	24.6	-6.1	-11.4	32.9	-0.8	-1.4	-6.3	17.7	-2.8
CC1CCC(NC(=O)COC(=O)c2ccco2)CC1 (configuration not stated)	1.6	1.3	0.0	6.2	1.8	1.7	0.8	4.9	.	.
O=C(NC1CCCCC1)NC1CCN(C(=S)NCc2ccco2)CC1	-1.9	9.2	-1.0	8.0	3.7	1.8	2.8	1.6	-14.6	1.9
O=c1cc(-c2ccccc2)nc2n1Cc1ccccc1-2	-2.6	0.0	.	-14.2	-7.0	-4.0	-0.4	0.7	23.4	1.8
CCOC(=O)[C@H]1[C@H]2COc3cc(OC)ccc3[C@@H]2N2C(=O)c3cc(C)ccc3NC(=O)[C@@]12C	3.6	4.0	1.5	-10.7	5.1	-1.3	i	-6.1	.	.
C=C(C)C1CC=C(C)/C(=N/NC(=O)C2CC2c2ccccc2)C1 (configuration not stated)	5.0	0.0	.	.	0.6	5.6	-0.3	5.8	20.2	-5.6
Cn1c(=S)n(C)c2ccccc21	-1.3	-8.9	-0.3	-1.7	1.0	-1.7	i	6.7	-1.1	2.1
Cc1[nH]n(-c2ccccc2)c(=S)c1C=Nc1cccc([N+](=O)[O-])c1	-0.7	3.0	-7.4	-13.8	-4.9	2.7	-1.0	-3.3	24.2	0.8
O=C(c1cccc([N+](=O)[O-])c1)N1CCN(c2cccc(Cl)c2)CC1	-1.9	3.3	.	8.8	4.8	-1.9	-0.3	7.6	-7.4	-2.3
Cc1cc(C)c2c(CN3CCN(C)CC3)cc(=O)oc2c1	-5.4	0.6	-1.4	1.9	4.2	-0.7	i	-2.3	-1.0	0.8
COc1cccc(/C=C/C(=O)c2ccc(NC3=NCCCS3)cc2)c1	-0.9	8.9	.	9.8	5.8	0.9	i	9.1	19.0	6.6
Cc1ccc(CNS(=O)(=O)/C=C/c2ccc3c(c2)OCO3)cc1	-1.6	-4.2	0.7	-11.3	-2.5	-0.9	-3.0	2.2	14.4	-4.0
CC(OC(=O)c1ccc(NC(=O)CC#N)cc1)C(=O)NC(c1ccccc1)c1ccccc1 (configuration not stated)	-1.7	20.1	-0.9	-1.9	-13.0	0.6	-0.5	-114.9	.	.
N#Cc1c(-n2cccc2C=O)sc2c1CCCC2	-1.8	5.1	.	5.3	4.6	0.3	i	-0.6	-7.5	-5.5
Cc1ccc(C(=O)CCC(=O)NNC(=O)c2ccccc2O)cc1	5.9	-0.3	-0.8	-10.0	4.6	-0.5	i	-1.1	.	.
CCN(CC)C(=O)COc1ccc2c(c1)C(=O)CC(C)(C)O2	59.1*	9.1	-0.9	-8.0	0.2	9.1	-0.4	-2.7	8.5	3.4
COc1ccccc1NC(=O)c1c(Br)cnn1C	-3.1	5.2	.	-12.6	5.9	0.2	i	2.2	9.0	5.2
COc1ccc2c(c1)c(=O)oc1cc(OC(C(=O)O)c3ccccc3)ccc12 (configuration not stated)	+	14.7	2.5	2.0	10.7	1.5	i	-2.4	-2.0	2.3
C=CCc1cccc(/C=N/NC(=O)C(C)Nc2cccc(C)c2)c1O (configuration not stated)	1.3	14.4	.	.	-2.1	-1.8	i	1.2	25.8	6.8
COc1ccccc1NC(=O)C(C)N(C)Cc1ccc(Cl)s1 (configuration not stated)	3.7	6.0	0.2	-36.4	1.1	3.5	-0.2	-4.0	-8.1	-2.8
O=C(CCc1nnc(CCc2c[nH]c3ccccc23)o1)NC1CCC1	0.7	0.3	-0.1	9.7	2.6	-1.4	i	0.4	0.0	1.7
N/C(=N\OC(=O)Nc1ccc(Cl)cc1)c1ncc(C(F)(F)F)cc1Cl	0.3	-5.1	-1.7	.	-6.1	-0.9	i	-2.6	-4.1	-1.7
CC(=O)N1CCN(C(=O)c2cccc(S(=O)(=O)Nc3c(C)n(C)n(-c4ccccc4)c3=O)c2)CC1	1.2	-0.7	.	3.8	-11.3	.	i	.	.	.
COc1ccc(NC(=O)CN(C)CC(=O)Nc2ccc3c(c2)CCC3)cc1	0.3	-2.2	.	-6.5	0.4	1.9	-0.5	9.3	14.5	-6.1
CCCc1c(C)nc(N2CCN(c3ccc(F)cc3)CC2)[nH]c1=O	1.1	-9.8	-1.0	0.3	2.7	-1.3	-0.6	6.5	1.3	-1.1
CCOC(=O)C1CCN(C(=O)Cc2c(C(=O)O)[nH]c3ccccc23)CC1	3.5	-3.2	-0.7	-5.0	0.2	2.1	-2.0	-6.7	22.4	-0.4
Cc1cc(C)cc(C(=O)NC(CC(N)=O)c2ccc(NC3CCCCCCCCCCC3)c([N+](=O)[O-])c2)c1 (configuration not stated)	-1.4	3.6	-4.4	4.5	7.3	0.8	-0.6	-13.8	5.0	3.7
Fc1ccccc1CNCCC(Cc1ccccc1)c1ccc2c(c1)OCO2 (configuration not stated)	0.5	1.4	1.0	1.3	4.5	0.5	i	3.4	7.3	0.7
O=C(CSc1ncnc2scc(-c3ccccc3)c12)NCc1ccc2c(c1)OCO2	0.7	3.5	.	-5.7	-4.5	3.3	-0.3	-7.1	-8.5	4.2
Cc1noc(N)c1C(=O)Nc1ccc(C(C)(C)C)cc1	-2.6	5.2	-0.3	-21.1	0.8	0.7	3.0	-9.0	15.1	4.6
S=C1CN=C(c2ccccc2Cl)c2cc(Cl)ccc2N1	-1.4	4.6	-1.9	3.7	9.2	-2.5	0.8	6.5	-11.8	2.1
CCCCC(=O)Nc1ccc2c(c1)OCCO2	-0.3	-2.8	.	-7.6	2.7	-0.4	-0.4	-1.1	-7.3	-3.1
CC(C)(C)NC(=O)Nc1nnc(SCC(=O)NC2CCCCC2)s1	-3.0	2.9	.	5.2	-1.1	.	-0.7	-4.1	.	.
O=c1[nH]c2ccccc2cc1CN(Cc1ccco1)S(=O)(=O)c1ccccc1	2.4	10.9	3.8	9.2	-0.7	-0.4	-0.2	-9.3	17.1	-3.6
O=C(NCCCNc1ccnc2cc(Cl)ccc12)c1ccccc1F	1.4	12.0	0.1	-19.6	9.5	0.6	-5.6	-0.8	13.9	-0.7
COC(C/C=C\[C@@H](O)[C@@H](C)OCc1ccccc1)OC	5.1	9.5	0.0	-11.6	3.6	-2.3	-1.3	0.5	.	.
Cc1cccc(N/C=C/c2onc(C)c2[N+](=O)[O-])c1	-10.0	9.4	.	-7.5	-24.4	-0.1	3.4	-1.8	14.3	5.6
COC(=O)c1cccn(CC(=O)c2ccc(Cl)cc2Cl)c1=O	-1.9	3.5	.	-16.2	2.0	0.1	-0.6	2.8	26.2	1.2
CC(=O)c1ccc(Nc2c(C)n(C)n(-c3ccccc3)c2=O)cc1	-0.8	19.2	.	-5.0	12.2	1.2	i	5.6	17.9	1.5

Given as comma-separated lines: entries from further up
Molecule,FBA Mtb inh,GDH-TPI counter,BioA inh,PriA SSB inh,MazF activator,UGM FP inh,BH1578 lux ind,Rv3671c protease,DUSP3 inh,3CLpro inhibitor
O=C(NCCCNc1ccnc2cc(Cl)ccc12)c1ccccc1F,1.4,12.0,0.1,-19.6,9.5,0.6,-5.6,-0.8,13.9,-0.7
COC(C/C=C\[C@@H](O)[C@@H](C)OCc1ccccc1)OC,5.1,9.5,0.0,-11.6,3.6,-2.3,-1.3,0.5,.,.

The list continues:
SMILES	FBA Mtb inh	GDH-TPI counter	BioA inh	PriA SSB inh	MazF activator	UGM FP inh	BH1578 lux ind	Rv3671c protease	DUSP3 inh	3CLpro inhibitor
COc1ccc(/C=C/C(=O)NC(C)CCc2ccccc2)cc1 (configuration not stated)	-0.6	-0.4	.	-5.0	8.0	-0.3	-0.1	-9.9	-12.8	-4.7
O=S(=O)(/C=C/c1ccccc1)Nc1ccc(F)cc1	1.8	-8.0	.	-13.0	4.5	-2.4	-0.4	-2.3	-6.0	7.5
CCOC(=O)C(=CNc1cc(OC)ccc1-n1cccc1)C(=O)OCC	12.8	36.0*	-0.3	-11.9	-2.2	0.1	-0.2	0.3	21.7	-2.5
Cc1ccn2c(=O)nc(SCC(=O)N3CCCCC3)nc2c1	1.4	8.1	1.1	4.2	-3.5	-0.7	-0.3	-7.2	.	.
Cc1cscc1-c1nc(NCC2CC2)nc2ccsc12	37.1*	4.8	0.3	.	.	.	4.5	.	.	.
CCOC(=O)[C@]12Cc3cc(OC)c(OC)cc3[C@H]1N(Cc1ccccc1)C(=O)c1ccccc12	-1.9	2.7	-1.7	3.0	6.1	.	-0.4	.	.	.
Cc1cc(C)nc(N/N=C/c2cc(Br)ccc2O)n1	0.6	28.8	-8.1	.	-12.8	-0.1	-0.4	3.6	5.0	5.3
O=C(c1ccc([N+](=O)[O-])c(CS(=O)(=O)c2ccc(Cl)cc2)c1)N1CCCC1	1.1	-2.2	1.5	7.0	2.8	-0.6	-0.5	-0.6	-0.6	3.3
Cc1ccn2cc(CCNC(=O)c3ccc(Br)o3)nc2c1	3.2	1.4	0.1	16.0	4.8	3.4	-0.3	-5.4	12.0	0.3

By substructure: those above containing a cyano group.
SMILES	FBA Mtb inh	GDH-TPI counter	BioA inh	PriA SSB inh	MazF activator	UGM FP inh	BH1578 lux ind	Rv3671c protease	DUSP3 inh	3CLpro inhibitor
CC(OC(=O)c1ccc(NC(=O)CC#N)cc1)C(=O)NC(c1ccccc1)c1ccccc1 (configuration not stated)	-1.7	20.1	-0.9	-1.9	-13.0	0.6	-0.5	-114.9	.	.
N#Cc1c(-n2cccc2C=O)sc2c1CCCC2	-1.8	5.1	.	5.3	4.6	0.3	i	-0.6	-7.5	-5.5

In another format: results already given.
Values in the order: FBA Mtb inh | GDH-TPI counter | BioA inh | PriA SSB inh | MazF activator | UGM FP inh | BH1578 lux ind | Rv3671c protease | DUSP3 inh | 3CLpro inhibitor
- Cc1cc(C)nc(N/N=C/c2cc(Br)ccc2O)n1
→ 0.6 | 28.8 | -8.1 | . | -12.8 | -0.1 | -0.4 | 3.6 | 5.0 | 5.3
- O=S(=O)(/C=C/c1ccccc1)Nc1ccc(F)cc1
→ 1.8 | -8.0 | . | -13.0 | 4.5 | -2.4 | -0.4 | -2.3 | -6.0 | 7.5
- COc1ccc(/C=C/C(=O)NC(C)CCc2ccccc2)cc1 (configuration not stated)
→ -0.6 | -0.4 | . | -5.0 | 8.0 | -0.3 | -0.1 | -9.9 | -12.8 | -4.7
- CCOC(=O)[C@]12Cc3cc(OC)c(OC)cc3[C@H]1N(Cc1ccccc1)C(=O)c1ccccc12
→ -1.9 | 2.7 | -1.7 | 3.0 | 6.1 | . | -0.4 | . | . | .
- Cc1ccn2cc(CCNC(=O)c3ccc(Br)o3)nc2c1
→ 3.2 | 1.4 | 0.1 | 16.0 | 4.8 | 3.4 | -0.3 | -5.4 | 12.0 | 0.3
- Cc1cscc1-c1nc(NCC2CC2)nc2ccsc12
→ 37.1* | 4.8 | 0.3 | . | . | . | 4.5 | . | . | .
